b-catenin transl = modulators of beta-catenin nuclear translocation, primary screen, imaging, HeLa cells, immunofluorescence, high-content; nuclear translocation activity, % at 5 µM; actives 0.3% (n = 190,000);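 active = nuclear translocation activity above 50% at 5 µM, with a well cell count of 50 or more; inconclusive = wells under 50 cells across six images, flagged as toxic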;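 also: per-cell ratio of nuclear to cytoplasmic median beta-catenin stain intensity; plate controls were DMSO negative control for no effect and GSK-3 inhibitor IX positive control for full effect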
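System: HeLa cells, endogenous beta-catenin; compound dosing: 5 µM primary single dose, 0.1% DMSO, 0.02–20 µM confirmation series; incubation: 24 h compound exposure at 37°C, 5% CO2; signal: beta-catenin immunofluorescence imaging with DAPI; evaluation: % activation, nuclear-to-cytoplasmic median beta-catenin signal ratio per cell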
TNAP activation fold = human TNAP enzyme activators, primary screen, biochemical, luminescent, no phosphate acceptor, uHTS (AID 1001); Alkaline phosphatase, tissue-nonspecific isozyme (Homo sapiens); purified TNAP, luminescent activation assay, no phosphate acceptor; higher activation fold means a stronger effect; activation fold at 20 µM; hits with a dose series show EC50 in µM; actives 0.03% (n = 200,000); in the data active = activation fold from about 3, or a potency from the dose series; inactive = the rest, 99 in 100 with activation fold below about 1.6; also: many of its hits are not listed in these tables
MT stabilizer = microtubule stabilizers in HeLa cells, primary screen, imaging, high-content imaging. HeLa tubulin immunostaining HCS, 24 h; share of cells brighter than vehicle mean+2SD. % tubulin-high responders, % at 10 µM. actives 0.83% (n = 200,000). AID 2205, 2009;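 active = plate Z-score above 3 for both tubulin-high and condensed-nucleus cell shares, with cell loss under 80%, at 10 µM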;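 also: anti alpha tubulin signal scored within the nucleus-defined area of each cell; some results filed as inactive read as strong as hits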
human PMI inhibition = inhibitors of human PMI, primary screen, biochemical, fluorescence intensity, coupled assay (AID 1209); Mannose-6-phosphate isomerase (Homo sapiens); purified PMI enzyme, coupled fluorescence intensity; higher % means a stronger effect; inhibition, % at 20 µM, or IC50 in µM where a hit was titrated; actives 0.42% (n = 190,000); in the data active = inhibition above about 50%;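 also: plate controls were DMSO vehicle for no effect and wells lacking substrate for full effect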
Dynein transport = inhibitors of GR-EGFP nuclear translocation, primary screen, dynein cargo transport inhibitor project, imaging, high-content, 3617.4 mouse cells; test concentration mostly 20 µM; stimulated with dexamethasone, 1 µM; stronger effect = lower value; actives 0.47% (n = 220,000); z-score, hits read low; AID 1381, 2008;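 active = plate z-score of nuclear minus cytoplasmic receptor signal below a set negative limit, without overly bright fluorescence or cell loss, cut at about -3.5 in these data, passing the limit was not always enough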;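 also: z-score of nuclear minus cytoplasmic ring GR-EGFP intensity difference per well; some compounds called inactive have numbers as strong as hits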
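Also added: dexamethasone, 1.0 µM final. Medium: tet-free, stripped-serum medium. Detection: fixed, Hoechst-stained cells imaged at 10x for EGFP. Read-out: nuclear-to-cytoplasmic GR-EGFP distribution per well. Times: induction 48 h, compound 1 h, agonist 30 min.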
Myeloid diff MLP = induction of myeloid progenitor differentiation, primary screen, cell-based, flow cytometry, MLPCN library; ER-HoxA9 myeloid progenitors, lysozyme-GFP differentiation; calls only at 10 µM; actives 1% (n = 360,000); AID 624256, 2012;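 active = normalized GFP-positive differentiation at or above the plate's own cutoff, the solvent-only control mean plus 3 SD; inconclusive = no clear call, values can overlap the other calls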;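 also: cells exposed to compound for four days before flow analysis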
Insulin prom up = insulin promoter activators in MIN6 cells, imaging, high-content screening, mouse beta cells; MIN6 insulin promoter-GFP reporter; stronger effect = higher value; z-score at 5 µM; actives 0.3% (n = 190,000);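 active = z-score above 3 at 5 µM with at least 500 cells counted in the well; inconclusive = wells under 500 cells, flagged as cytotoxic or low count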
T cell modulator = modulators of CD8 T cell-vesicle binding, primary screen, mouse 2C CD8+ T cells, flow cytometry; 2C CD8+ T cell-vesicle binding; stronger effect = lower value; calls only at 7 µM; actives 0.068% (n = 330,000);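 active = response, share of CD8 T cells binding vesicles, and their 90th percentile fluorescence all below set limits, cut at about 80% in these data, passing the limit was not always enough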
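Also added: QL9-peptide-loaded Drosophila micro-vesicles bearing Ld, ICAM-1 and B7-1; Test system: purified 2C TCR transgenic mouse naive CD8+ T cells; Measured by: cytometric PE anti-B7-1 and Alexa647 anti-CD8 signals after 1% paraformaldehyde fixation; Timing: binding step 1.5 h, 37 °C, antibody labelling 20 min, ice.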
Lipid droplet = inhibitors of hepatocyte lipid droplet formation, primary screen, imaging, high-throughput imaging, BODIPY stain; AML12 mouse hepatocytes, oleate lipid droplets; inhibition, % at 6.5 µM; actives 0.4% (n = 240,000); AID 1656, 2009;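 active = lipid droplet intensity inhibited by at least 50%, with more than 500 cells counted; inconclusive = wells with under 300 cells, treated as cytotoxic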
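Assay system: AML12 hepatocytes (mouse); Probe or stimulus: oleic acid at 100 µM to induce lipid droplet formation; Dosing: compound at 6.5 µM only; Schedule: compound with oleate, overnight; Detection: fluorescence imaging, 20x objective, two fields per well; Measure: % inhibition of lipid droplet signal.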
Dynein transport cytoplasmic EGFP = recorded beside Dynein transport, whose call it bears; z-score; measured here: cytoplasmic GR-EGFP intensity; stronger effect = higher value
Dynein transport nuclear GR-EGFP = also measured in Dynein transport; calls as there; z-score; measured here: nuclear GR-EGFP intensity;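 lower value marks the stronger effect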
Dynein transport cell count = second read-out of Dynein transport, no call of its own (marks repeat the call); z-score; measured here: cell count per field
Insulin prom up cell count = recorded beside Insulin prom up, whose call it bears; cell count; measured here: cytotoxicity, nuclei count;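 total cells summed across four imaged fields per well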
Lipid droplet cells 6.5 µM = second read-out of Lipid droplet, no call of its own (marks repeat the call); cell count; measured here: cell count, cytotoxicity flag;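 cells counted across two imaged fields per well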
b-catenin transl cell count 5 µM = second read-out of b-catenin transl, no call of its own (marks repeat the call); cell count; measured here: cell count, cytotoxicity flag
T cell modulator vesicle-bound % = recorded beside T cell modulator, whose call it bears; double positive events, %; measured here: CD8+ vesicle-bound cell fraction;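 binding gate set so that unloaded-vesicle control wells show 10% double positive cells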
MT stabilizer Hoechst-high % = recorded beside MT stabilizer, whose call it bears; % Hoechst-high responders; measured here: nuclear condensation Hoechst responders;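 share of cells brighter than vehicle mean plus two SD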
MT stabilizer cytotoxicity % = second read-out of MT stabilizer, no call of its own (marks repeat the call); toxicity, %; measured here: cytotoxicity by cell density;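 0% = mean cell density of plate MIN control wells and 100% = no cells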
Myeloid diff MLP GFP+ MAC1+ % = further read-out of Myeloid diff MLP, marked with its call; GFP+ MAC1+ double positive, %; measured here: differentiation confirmed by MAC1 staining
The depositor's hits bear a star; i = inactive; u = inconclusive; x = no result given.

SMILES	b-catenin transl	b-catenin transl cell count 5 µM	TNAP activation fold	MT stabilizer	MT stabilizer Hoechst-high %	MT stabilizer cytotoxicity %	human PMI inhibition	Dynein transport	Dynein transport cytoplasmic EGFP	Dynein transport nuclear GR-EGFP	Dynein transport cell count	Myeloid diff MLP	Myeloid diff MLP GFP+ MAC1+ %	Insulin prom up	Insulin prom up cell count	T cell modulator	T cell modulator vesicle-bound %	Lipid droplet	Lipid droplet cells 6.5 µM
Cn1c(=O)c2c(nc(Br)n2Cc2ccccc2Cl)n(C)c1=O	-6.4	907	1.1	5.1	2.1	11	-10%	-1.7	-0.023	-0.81	-0.15	i	0.3	0	1487	i	37	x	x
COc1cccc(NC(=S)NCc2ccccn2)c1	-2.3	949	1.2	4.7	2.5	8.7	18%	-0.86	-0.24	-0.28	1	i	4.8	0.73	1357	i	42	5	758
COc1ccc(N2C(C)=CS/C2=C(/C#N)c2nnc(N3CCOCC3)n2-c2ccccc2)cc1	1.2	1363	1.2	3.3	2.2	13	-6%	-1.1	-0.23	-0.58	0.67	i	1.1	-0.4	1568	i	45	x	x
Cc1sc2ncnc(NCCCN3CCCC3=O)c2c1C	0.0	1045	1.2	3.5	1.7	7.7	-11%	0.38	-0.081	0.17	-0.21	i	0.5	-0.05	1365	i	27	-13	660
CC(=O)NC1(C(F)(F)F)C(=O)Nc2c1c(=O)[nH]c(=O)n2CC(C)C (stereo not drawn)	0.2	1548	1	2.5	1.6	2.5	-8%	-0.78	-0.043	-0.25	0.96	i	0.1	0.44	1542	i	27	x	x
COc1ccc(C(=O)CSc2nc(N)nc(SC)c2C#N)cc1	1.8	782	1	1.6	1.2	7.6	0%	0.13	-0.22	0.69	0.14	i	0.6	-0.61	1060	i	44	-2	829
CCOC(=O)c1nnn(-c2nonc2N)c1CSc1ccc(C)cc1	-0.3	793	1.1	5.6	1.9	14	13%	-0.13	-0.25	0.27	-0.069	i	0.9	-0.49	1449	i	26	x	x
CCN(CC)C(=O)C1CCCN(C(=S)Nc2cccc3ccccc23)C1 (stereo not drawn)	0.0	938	1.1	2.4	1.8	6.6	23%	-0.09	-0.35	-0.27	0.55	i	0.2	x	x	i	31	-21	493
Cc1nc2ccccc2c(=O)n1/N=C/c1ccccn1	0.7	1162	1	2.4	1.8	2.3	10%	-0.24	-0.19	0.038	0.31	i	2.2	-0.64	1397	i	28	x	x
Nc1cc(=O)[nH]c(SCC(=O)N2CCCCC2)n1	0.4	965	1.1	1.9	1.3	16	3%	1.9	-0.23	1.8	-1.3	i	0.3	0.68	1423	i	40	11	677
COc1ccc(-n2c(O)c(/C=N/NS(=O)(=O)c3cccc([N+](=O)[O-])c3)c3ccccc3c2=O)cc1OC	-0.6	858	1.6	3.0	2.8	6.9	-54%	0.31	-0.31	0.42	-0.029	i	0.9	x	x	i	49	-10	684
Cc1ccc(C)c(/C(O)=C2\C(=O)C(=O)N(CCCn3ccnc3)C2c2cccnc2)c1 (stereo not drawn)	-1.9	1246	1	2.0	1.0	68	-10%	0.76	-0.21	0.66	-0.75	i	1.1	0.14	1234	i	7	-10	732
COc1ccc(CNC(=O)c2cc3c(C)nc4ccccc4c3o2)c(OC)c1	x	x	1	7.1	1.5	8.0	1%	0.19	0.24	0.25	-0.8	i	12	u	x	i	44	x	x
COc1cc(NC(=O)c2cc(Cl)nnc2Cl)cc(OC)c1OC	1.3	1104	1.1	5.5	2.9	3.2	-1%	-1.6	-0.12	-0.45	0.66	i	0.4	0.58	1148	i	60	10	670
COC(=O)N/N=C/c1ccc(-c2cccc(Cl)c2)o1	1.0	751	1.1	2.5	2.6	8.2	11%	-0.15	-0.23	0.26	0.9	i	0.3	0.43	1218	i	7	-3	670
CC(=O)c1cccc(NC(=O)CO/N=C2/CCCc3nonc32)c1	1.1	998	1.1	1.8	2.4	6.6	-2%	-0.64	-0.2	-0.7	0.22	i	0.3	0.31	1251	i	31	-4	720
N#Cc1c(Cl)cccc1Oc1ccc(S(=O)(=O)Nc2ccccc2)cc1	0.9	1023	x	x	x	x	x	0.065	-0.21	0.046	-0.43	i	0.3	x	x	i	37	-2	719
O=C1CC(c2ccco2)CC(O)=C1C=NCCO (stereo not drawn)	0.3	1144	1.1	1.6	1.4	10	-6%	-0.28	-0.14	0.031	0.36	i	0.3	0.6	1501	i	23	x	x
Cc1ccc(-n2cc(CNCCCn3ccnc3C)c(-c3ccc(F)cc3)n2)cc1	6.5	854	1.1	3.5	2.7	7.2	7%	0.62	-0.22	0.5	0.048	u	x	-0.87	962	i	34	-5	684
CCN1C(=O)/C(=C\N2CCN(c3ccccc3)CC2)SC1=S	4.2	1153	1	2.9	5.5	2.7	19%	-0.84	-0.14	-0.41	1.1	i	0.6	0.74	1107	i	55	-16	762
OCCCn1c(-c2ccccc2)nc(=S)c2c1CCCC2	-0.8	814	1.1	1.5	2.9	3.3	1%	-0.19	-0.16	0.75	0.33	i	3.0	1.4	1316	i	33	x	x
Cc1nc(N2CCN(C(=O)c3ccco3)CC2)c2c3c(sc2n1)CC(C)CC3 (stereo not drawn)	0.5	1031	1.1	4.8	1.3	12	20%	-0.49	-0.27	-0.015	0.27	u	x	u	x	i	13	-89	515
Cc1ccc(NC(=S)N/N=C2/CCCCc3ccccc32)cc1	-0.7	1349	x	x	x	x	x	-0.44	-0.28	0.18	0.48	i	0.1	-0.58	835	i	32	19	707
COc1ccc(C2c3c(-c4ccccc4O)n[nH]c3C(=O)N2Cc2ccco2)cc1OC (stereo not drawn)	2.4	1350	x	x	x	x	x	1.9	-0.19	1.7	-1.5	i	0.7	0.61	1012	i	54	6	652

Nothing new here: three of the compounds above.
SMILES	b-catenin transl	b-catenin transl cell count 5 µM	TNAP activation fold	MT stabilizer	MT stabilizer Hoechst-high %	MT stabilizer cytotoxicity %	human PMI inhibition	Dynein transport	Dynein transport cytoplasmic EGFP	Dynein transport nuclear GR-EGFP	Dynein transport cell count	Myeloid diff MLP	Myeloid diff MLP GFP+ MAC1+ %	Insulin prom up	Insulin prom up cell count	T cell modulator	T cell modulator vesicle-bound %	Lipid droplet	Lipid droplet cells 6.5 µM
COc1ccc(N2C(C)=CS/C2=C(/C#N)c2nnc(N3CCOCC3)n2-c2ccccc2)cc1	1.2	1363	1.2	3.3	2.2	13	-6%	-1.1	-0.23	-0.58	0.67	i	1.1	-0.4	1568	i	45	x	x
Cc1sc2ncnc(NCCCN3CCCC3=O)c2c1C	0.0	1045	1.2	3.5	1.7	7.7	-11%	0.38	-0.081	0.17	-0.21	i	0.5	-0.05	1365	i	27	-13	660
CC(=O)NC1(C(F)(F)F)C(=O)Nc2c1c(=O)[nH]c(=O)n2CC(C)C (stereo not drawn)	0.2	1548	1	2.5	1.6	2.5	-8%	-0.78	-0.043	-0.25	0.96	i	0.1	0.44	1542	i	27	x	x

Screening data: PubChem BioAssay, several laboratories
